# OXTR potentiate = potentiators of human oxytocin receptor. P30559. CHO-OTR cells, Fluo-8 calcium fluorescence, potentiator mode; 0% = oxytocin EC15, 100% = EC100. 0.061% of 320,000 active. AID 2445. activation, % at 3 µM;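 active = activation above that plate's cutoff, the mean activation of tested compounds plus 3 SD, cut at about 6.6% in these data, passing the limit was not always enough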;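 note: 100% uses oxytocin at 75 nM as the full agonist control; some results filed as inactive read as strong as hits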
#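 Dosing: Single dose, 3.0 µM nominal final compound concentration | Material: Human OTR in CHO cells | Technique: Kinetic Fluo-8 calcium fluorescence | Benchmarks: EC15 oxytocin alone as 0%, 75 nM oxytocin as 100% | Probe or stimulus: Oxytocin at about EC15, sub-maximal agonist stimulus | Incubation: Compound 6 min at room temperature before oxytocin, 100 s read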
# V1aR counter = activates human V1a receptor in oxytocin agonist counter-screen; P37288; CHO-V1R cells, Fluo-8 calcium fluorescence, agonist mode; 0% DMSO, 100% 3 nM vasopressin; 0.25% of 320,000 active; activation, % at 3 µM;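 active = activation above the mean activation of all tested compounds plus 3 SD, per screening run, cut at about 20% in these data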;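 note: signal is peak over basal fluorescence ratio across a 100 second FLIPR read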
# Target sequence (P37288 whole entry, looked up): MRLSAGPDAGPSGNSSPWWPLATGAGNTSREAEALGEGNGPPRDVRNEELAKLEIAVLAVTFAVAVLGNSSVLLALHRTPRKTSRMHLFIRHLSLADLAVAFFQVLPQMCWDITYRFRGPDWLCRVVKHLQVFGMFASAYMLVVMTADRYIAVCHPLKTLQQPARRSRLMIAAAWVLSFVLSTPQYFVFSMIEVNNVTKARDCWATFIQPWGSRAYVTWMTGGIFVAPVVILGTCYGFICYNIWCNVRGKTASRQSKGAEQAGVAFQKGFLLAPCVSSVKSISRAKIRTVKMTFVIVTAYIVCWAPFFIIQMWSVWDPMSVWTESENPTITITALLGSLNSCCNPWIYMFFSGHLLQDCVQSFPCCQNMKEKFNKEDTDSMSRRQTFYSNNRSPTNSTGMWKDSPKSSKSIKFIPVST
# OXTR ag = agonists of human oxytocin receptor; CHO-OTR cells, Fluo-8 calcium fluorescence; normalized: DMSO 0%, oxytocin 100%; activation, % at 3 µM; 0.32% of 320,000 active; AID 2435;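 active = activation above the mean of all tested compounds plus 3 SD, cutoff set per screening run, cut at about 20% in these data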;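 note: peak over basal fluorescence ratio from a 100 s FLIPR kinetic read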
# CHO parental Ca = counter-screen for OX1R antagonists: effect in parental CHO cells; parental CHO-K1, ATP-induced calcium, Fluo-8 fluorescence; inhibition, % at 5.6 µM; 0.63% of 330,000 active;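 active = inhibition above that plate's mean sample inhibition plus 3 SD, cut at about 26% in these data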;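 note: 0% = ATP-challenged DMSO wells and 100% = DMSO wells without ATP; some compounds past the cut are filed as inactive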
#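 Material – parental CHO cells · Reagent – ATP stimulus · Compound – single nominal dose of 5.6 µM per compound · Detection – Fluo-8 fluorescence · Read-out basis – percent inhibition of calcium signal · Controls – ATP-challenged DMSO wells low, unchallenged DMSO wells high · Repeats – no replicates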
# TAAR1 antagonist = antagonists of human TAAR1; Q96RJ0; 1.5% of 360,000 active; inhibition, % at 3 µM; AID 624466; CHO RD-HGA16 TAAR1, Fluo-8 calcium fluorescence, antagonist;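 active = inhibition above a per-plate cutoff, the mean inhibition of test compounds on that plate plus 3 SD, cut at about 49% in these data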;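 note: 0% = DMSO plus EC80 beta-PEA response and 100% = DMSO alone without agonist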
# Target sequence (Q96RJ0 whole entry, looked up): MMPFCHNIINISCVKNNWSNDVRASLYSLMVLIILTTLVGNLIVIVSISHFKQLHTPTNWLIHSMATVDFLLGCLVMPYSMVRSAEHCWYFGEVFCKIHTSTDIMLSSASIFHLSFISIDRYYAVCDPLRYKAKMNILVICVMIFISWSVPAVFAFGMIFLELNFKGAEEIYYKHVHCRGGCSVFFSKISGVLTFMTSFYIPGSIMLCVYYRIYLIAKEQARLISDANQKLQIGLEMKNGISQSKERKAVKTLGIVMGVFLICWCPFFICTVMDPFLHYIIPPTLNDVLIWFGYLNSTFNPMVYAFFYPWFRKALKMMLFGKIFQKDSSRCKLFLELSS
#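 Assay system: CHO-derived RD-HGA16 cells stably expressing human TAAR1 plus Gα16. Timing: 140 s kinetic read after compound, 140 s after agonist. Technique: kinetic Fluo-8 calcium fluorescence measurement. Measure: % inhibition of agonist calcium response.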
# M1 ag = human M1 muscarinic receptor agonism. 0.33% of 360,000 active. P11229. activation, % at 3 µM. CHO-K1 hM1, Fluo-8 calcium fluorescence, agonist mode; 0% DMSO, 100% acetylcholine EC100;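 active = activation above the run's mean compound activation plus 3 SD, cut at about 16% in these data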;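 note: peak over basal fluorescence ratio within a 140 s kinetic read after compound addition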
# CHRM1 antagonist = blocks human M1 muscarinic receptor. P11229. CHO-K1 hM1, Fluo-8 calcium fluorescence, ACh EC80 antagonist. inhibition, % at 3 µM. 1.3% of 360,000 active. AID 588852;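 active = percent inhibition above its own plate's cutoff, namely the mean of that plate's compound wells plus 3 SD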;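 note: peak over basal fluorescence ratio during 140 s after agonist addition; 0% = ACh EC80 plus DMSO and 100% = DMSO alone without agonist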
# CHRM1 PAM = positive allosteric modulators of human M1 muscarinic receptor | P11229 | AID 588819 | activation, % at 3 µM | CHO-K1 hM1, Fluo-8 calcium fluorescence, ACh EC20; 0% = ACh EC20, 100% = maximal ACh | 0.088% of 360,000 active; in the data active = activation above about 19%, passing the limit was not always enough
# TAAR1 agonist = agonists of human TAAR1 | CHO RD-HGA16 TAAR1, Fluo-8 calcium fluorescence; vehicle wells 0%, saturating PEA agonist 100% | activation, % at 3 µM | 0.99% of 360,000 active | AID 624467;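 active = activation above the mean activation of all test compounds in the run plus 3 SD, cut at about 38% in these data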
#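 System: CHO-derived RD-HGA16 cells with stable Gα16 and human TAAR1 / Times: 17-24 h plating, Fluo-8 75 min 37 °C, 30 min RT / Technique: calcium-sensitive Fluo-8 signal, excitation 470-495, emission 515-575 nm / Measure: % activation relative to PEA EC100 response / Benchmarks: DMSO and PEA EC100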
# Numbers without * were called inactive; . = not tested or not shown. Hits appear at their usual frequency. Share with any hit: about 3.7%.
# Results follow in this order: OXTR potentiate	V1aR counter	OXTR ag	CHO parental Ca	TAAR1 antagonist	M1 ag	CHRM1 antagonist	CHRM1 PAM	TAAR1 agonist
COc1ccc(-c2c(-c3ccc(OCC(=O)NN)cc3O)n[nH]c2C(F)(F)F)cc1
  -5	0.1	-0.5	-24	5	2	0	3	1
COCCCn1c(=O)c2sccc2n2c(CCCC(=O)NCc3ccccc3OC)nnc12
  -6	0.8	2.5	1	4	0	0	4	0
N#Cc1cnc(SCCc2ccccc2)nc1N
  -19	-1.4	-1.5	-11	36	-3	2	-1	0
CCN(CC)S(=O)(=O)c1ccc(N2CCCC2)c(NC(=O)c2ccc(N3CCCC3=O)cc2)c1
  -15	-0.5	-0.1	-13	8	-4	-15	13	0
COCc1c(C(=O)N/N=C/c2c[nH]c3ccccc23)nnn1-c1nonc1N
  -12	3.4	3.3	-1	19	-5	-5	1	6
COc1cc(C2CC(c3c(C)cc(C)[nH]c3=O)=NN2c2ccccc2F)cc(OC)c1OC (configuration not stated)
  -1	2.6	-0.1	-20	-5	-2	-14	10	-1
Cc1ccc(NC(=O)C2(N(CC(C)C)C(=O)Cn3nnnc3N)CCCCC2)cc1
  -3	0.5	-0.3	-13	11	-3	-5	6	10
O=C1Nc2cc(C(=O)NCCCN3CCOCC3)ccc2S/C1=C/c1ccccc1F
  -9	2.6	1.1	-11	-2	-4	-1	7	6
O=C(Cc1cccc(NC(=O)C2CCN(C(=O)CCc3ccccc3)CC2)c1)Nc1cccc(C(=O)N2CCOCC2)c1
  .	.	.	.	-12	-8	-17	10	3
CCC(C)(C)C(=O)Nc1ncc(S(=O)(=O)c2ccc([N+](=O)[O-])cc2)s1
  -23	22*	33*	-4	39	16	-11	-6	104*
COc1cccc(SCC(=O)N2CCN(c3ccccc3)CC2)c1
  -4	-2.4	-0.6	-17	-1	-2	-11	6	4
COc1ccc(-c2nn(-c3ccccc3)cc2/C=N/NC(=O)c2ccc(Br)o2)cc1
  -14	1.9	1.5	-26	61*	4	44*	-17	18
O=C(Cc1cccc2ccccc12)Nc1c(F)cccc1F
  -6	0.5	-1.4	11	-8	-5	2	1	0
COC(=O)CCCC(=O)N1CCCC(C(=O)c2ccc(OC)cc2C)C1 (configuration not stated)
  0	0.0	-0.7	-14	-21	1	-11	10	1
CC(=O)Nc1ccccc1NC(=O)c1ccc(C)cc1C
  -7	0.0	-0.7	-13	8	-6	-9	16	4
CC(=O)Oc1ccc2nc(-c3cccs3)oc(=O)c2c1
  -2	0.8	0.2	-4	-4	0	-14	11	9
O=C(COC(=O)C12CC3CC(CC(O)(C3)C1)C2)Nc1ccc(Cl)c(S(=O)(=O)N2CCOCC2)c1
  -4	0.5	3.4	-14	14	-4	8	-5	2
Cc1ccc(S(=O)(=O)N2c3ccccc3CC2C)cc1 (configuration not stated)
  -15	-1.8	-2.2	3	-12	-9	7	1	-3
CC1=C(C(=O)N(C)C)CC(CC(=O)NCCCN(C)C)C(=O)N1CCC1=CCCCC1 (configuration not stated)
  .	.	.	.	-9	-9	-17	15	2
O=C(Nc1ccc(C(F)(F)F)cc1)c1ccc2nc[nH]c2c1
  -2	0.5	1.6	0	16	-1	6	2	7
CCOC(=O)CSc1cc(C)nc(NC(C)=O)n1
  0	0.9	1.1	-14	-5	-2	7	-5	3
CCN(CC(=O)Nc1ccccc1C(F)(F)F)C(=O)Cc1ccccc1
  -8	0.8	0.6	8	4	0	-7	11	-1
COc1cccc(NC(=O)Nc2nnc(Cc3ccccc3)s2)c1
  -1	1.0	1.3	-7	-11	-1	-12	8	4
Cc1ccc(-c2ccc(=O)n(CC(=O)NCc3ccco3)n2)cc1
  -1	-0.3	-1.2	-6	8	-7	-1	5	2
O=C(Nc1nnc(SCC(=O)N2CCCCC2)s1)c1ccc(F)cc1F
  -2	2.5	-0.5	-10	-26	-2	-12	9	2
NC(=O)C1CCN(C(=O)/C=C/c2ccccc2[N+](=O)[O-])CC1
  -2	-1.0	0.2	-4	-11	-2	-14	13	1
Nc1c(N(C(=O)Nc2ccc(Cl)c(Cl)c2)C2CCCC2)c(=O)[nH]c(=O)n1Cc1ccccc1
  4	0.5	0.6	10	20	-3	-13	8	2
CC1CC(=O)Nc2ccccc2N1C(=O)Nc1ccccc1 (configuration not stated)
  0	0.3	-0.1	-7	-22	-3	-4	0	1
O=C(O)c1ccc(C=C(c2nc3ccccc3s2)c2nc3ccccc3s2)cc1
  -12	1.0	6.8	19	-1	-6	-1	5	4
NC(=O)CC(NC(=O)Cc1cccc2ccccc12)c1ccc(NCc2ccc(F)c(F)c2)c([N+](=O)[O-])c1 (configuration not stated)
  -2	0.2	0.1	-1	2	-8	-7	7	4
O=C(c1[nH]c(C(F)(F)F)nc1-c1ccccc1)N1CCN(c2cccc(C(F)(F)F)n2)CC1
  .	.	.	.	-14	-6	-6	-4	10
O=C(Nc1ccccc1C(=O)NC(Cc1ccccc1)C(=O)O)c1ccccc1 (configuration not stated)
  -1	0.7	-0.1	-14	-5	-6	-9	14	11
Cc1ccnc(NC(=O)c2cccc(NC(=O)CC3SC(N4CCCCC4)=NC3=O)c2)c1 (configuration not stated)
  -5	-0.5	-0.9	-23	2	-2	-2	1	6
CCOC(=O)c1cnc2ccc(OCC)cc2c1NCc1ccccc1
  -15	-1.5	-2.2	-23	33	-9	4	-9	-2
COc1ccc(-n2c(=O)c3c4c(sc3n3cnnc23)CC(C)CC4)cc1 (configuration not stated)
  5	-0.1	-1.8	-10	7	-6	-1	1	5
Cn1cc(P(=S)(N2CCOCC2)N2CCOCC2)cc1P(=O)(N1CCOCC1)N1CCOCC1
  -9	-0.6	1.0	14	-15	-2	-1	3	4
CC(=O)c1ccc(OCC(O)CN2CCN(c3ccc(F)cc3)CC2)cc1 (configuration not stated)
  -18	4.7	3.8	0	2	-9	-1	0	11
O=c1oc2ccccc2c(NCc2cccc(F)c2)c1[N+](=O)[O-]
  -7	3.5	4.6	-4	18	-4	6	-3	5
O=C(OCC(=O)N1CCCCC1)c1cc(=O)[nH]c2ccccc12
  4	1.2	-0.8	-8	-38	-5	-11	9	-2
Cc1onc(-c2ccccc2Cl)c1C(=O)Nc1cccc2cccnc12
  -10	0.2	-2.4	-40	0	-4	4	2	11
O=C(NC(=S)Nc1nc2ccc(F)cc2s1)c1ccco1
  -4	0.0	0.4	-7	14	-3	-4	-1	0
CCN(C(=S)Nc1ccc(OC(F)F)cc1)C1CCCCC1
  -7	1.4	0.2	-5	11	-3	9	-2	8
COc1cccc(C2=NOC(C(=O)Nc3cccnc3Cl)C2)c1OC (configuration not stated)
  -4	3.4	2.2	-16	-4	-2	-2	1	7
N#Cc1c(-c2ccccc2Cl)cc(-c2ccccc2)[nH]c1=S
  -4	-0.9	-1.7	-20	.	.	.	.	.
O=c1[nH]c(C2CCCN(S(=O)(=O)c3cccc(Cl)c3)C2)nc2c1nnn2Cc1ccc2c(c1)OCCO2 (configuration not stated)
  1	0.9	1.9	-17	-21	-4	1	1	-2

# Whole records, looked up by structure:
# `CC(=O)c1ccc(OCC(O)CN2CCN(c3ccc(F)cc3)CC2)cc1` (configuration not stated) as listed: OXTR potentiate = -18; V1aR counter = 4.7; OXTR ag = 3.8; CHO parental Ca = 0; TAAR1 antagonist = 2; M1 ag = -9; CHRM1 antagonist = -1; CHRM1 PAM = 0; TAAR1 agonist = 11
# `O=c1oc2ccccc2c(NCc2cccc(F)c2)c1[N+](=O)[O-]` as listed: OXTR potentiate = -7; V1aR counter = 3.5; OXTR ag = 4.6; CHO parental Ca = -4; TAAR1 antagonist = 18; M1 ag = -4; CHRM1 antagonist = 6; CHRM1 PAM = -3; TAAR1 agonist = 5

# Later entries.
# Results follow in this order: OXTR potentiate	V1aR counter	OXTR ag	CHO parental Ca	TAAR1 antagonist	M1 ag	CHRM1 antagonist	CHRM1 PAM	TAAR1 agonist
CCCCNC(=O)N(O)C1N(/N=C/c2ccccc2F)C(=S)SC1(C)C (configuration not stated)
  -11	-0.3	-1.8	-18	-32	-8	-8	4	0
COc1cc(Cl)c(C)cc1NCC(=O)Nc1cccc(S(=O)(=O)N2CCCC2)c1
  -8	0.8	0.0	-15	-16	-4	3	3	5
O=C(CNS(=O)(=O)c1ccc(Br)s1)NCCc1ccc(Cl)cc1
  -13	2.8	2.6	-7	19	0	-11	7	3
NC(=O)c1ccsc1NC(=O)CSc1nnc(C2CC2)n1Cc1ccccc1
  -2	1.1	-1.1	-20	11	-2	-14	12	2
CCCS(=O)(=O)c1c(S(=O)(=O)CCC)c2ccc(C(N)=O)cn2c1C(=O)c1ccccc1
  .	.	.	.	-13	-3	2	0	4
Cn1nnnc1Sc1ncnc2scc(Br)c12
  -2	0.4	-0.9	-21	6	-6	7	-3	3
CCC(C)NC(=O)c1ccc(CSCc2ccccc2Cl)o1 (configuration not stated)
  -8	2.0	-0.4	-9	7	-4	8	-2	1
CCN(CC(=O)Nc1c(F)cccc1F)C(=O)C1(c2ccccc2)CC1
  0	-1.1	-0.6	-6	-16	-3	9	-4	0
COc1ccc(-c2nn(-c3ccccc3)cc2C(=O)NCC2CCCO2)cc1 (configuration not stated)
  -12	1.0	9.2	-13	5	-3	-5	3	3
CCOC(=O)/C(=C/C1=CC(=C/N(C)C)/C(=O)O1)C(C)=O
  -1	2.6	3.6	-1	-16	2	-11	17	3
Cc1cc(=O)oc2cc(OC(=O)C3CCN(C(=O)c4ccc(F)cc4)CC3)ccc12
  -5	2.7	0.8	-6	-26	-3	-3	2	2
O=C1C2C(C(=O)N1c1ccccc1)N1CCCN1C2c1ccccc1 (configuration not stated)
  -11	0.7	-0.7	-17	11	-7	1	1	2
O=C(CNC(=O)c1ccccc1)N/N=C/c1ccc([N+](=O)[O-])s1
  2	-0.3	0.0	-10	-17	-8	-2	1	1
COc1ccc(C(=O)N2CCc3ccccc3C2)cc1S(=O)(=O)N1CCCC1
  .	.	.	.	-11	3	-1	5	9
Cc1ccc(-c2csc(N3CCN(c4cc5c(cc4Cl)nc(-c4ccncc4)n5CCOCCO)CC3)n2)cc1
  -12	0.5	-0.4	-23	.	2	-6	21	.
O=C(NN=C1CCCCCCC1)c1ccc2ccccc2n1
  -13	-0.3	-2.9	-18	-10	-4	-5	6	1
Oc1ccccc1C=NNc1nc2ccccc2s1
  .	.	.	.	3	-1	-12	9	7

# From PubChem BioAssay
